T cell HTS – T cell immune modulators affecting CD8 T cell-vesicle binding | 2C CD8+ T cell-vesicle binding, flow cytometry; stronger effect = lower value | calls only at 7 µM | 0.068% of 330,000 active | AID 2052;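 active = response, share of CD8 T cells binding vesicles, and their 90th percentile fluorescence all below set limits, cut at about 80% in these data, passing the limit was not always enough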
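Material: murine 2C transgenic CD8+ T lymphocytes / Also added: QL9-peptide-loaded Drosophila micro-vesicles bearing Ld, ICAM-1 and B7-1 / Schedule: binding step 1.5 h, 37 °C, antibody labelling 20 min, ice / Signal: flow cytometry, PE anti-B7-1 (FL2) versus Alexa647 anti-CD8 (FL8), PFA-fixed / Evaluation: percent CD8+ FL2 mean versus row control / Benchmarks: naked versus QL9-loaded vesicles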
Hep lipid drop – hepatic lipid droplet formation modulation. AML12 mouse hepatocytes, oleate lipid droplets, BODIPY imaging. inhibition, % at 6.5 µM. 0.4% of 240,000 active. AID 1656;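 active = lipid droplet intensity inhibited by at least 50%, with more than 500 cells counted; inconclusive = wells with under 300 cells, treated as cytotoxic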
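Assay system: AML12 mouse liver cells | Compound: 6.5 µM single-point dosing | Schedule: Overnight exposure | Technique: Fluorescence imaging, 20x objective, two fields per well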
Hep lipid drop cells 6.5 µM – second read-out of Hep lipid drop, no call of its own (marks repeat the call); cell count; measured here: cell count, cytotoxicity flag;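 cells counted across two imaged fields per well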
T cell HTS vesicle-bound % – further read-out of T cell HTS, marked with its call; double positive events, %; measured here: CD8+ vesicle-bound cell fraction;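 binding gate set so that unloaded-vesicle control wells show 10% double positive cells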
Starred values were filed as active, the others as inactive; i = inactive; ? = inconclusive; nt = no result given.

SMILES | T cell HTS | T cell HTS vesicle-bound % | Hep lipid drop | Hep lipid drop cells 6.5 µM
CCC1CN(C(=O)N2CCC(C(=O)NCCc3ccc(OC)cc3OC)CC2)c2ccccc2O1 (stereo unspecified) | i | 9 | -1 | 668
CCc1ccccc1NC(=O)CCNS(=O)(=O)c1ccc2c(c1)CCC(=O)N2 | i | 36 | 2 | 717
O=C(CN1CCCC1)Nc1ccc(S(=O)(=O)N2CCCCC2)cc1 | i | 9 | ? | nt
Cc1nn2c(=O)cc(COC(=O)c3ccc(NC(=O)C(C)(C)C)cc3)nc2s1 | i | 28 | -13 | 687
CC(C)OCCCNC(=O)c1ccccc1NC(=O)C1=CSCCO1 | i | 35 | -6 | 702
CCc1ccccc1NC(=O)c1cc(-c2ccc3c(c2)OCO3)on1 | i | 33 | 21 | 770
O=C(OCc1c(F)cccc1Cl)c1cnc(Cl)c(Cl)c1 | i | 24 | -6 | 835
C=CCn1c(SCC(=O)NC2CC2)nnc1C1CC1 | i | 9 | 3 | 800
Cc1ccc(NC(=O)C2C3C=CC(O3)C2C(=O)O)c(C)c1 (stereo unspecified) | i | 60 | 7 | 833
COc1ccc(-c2nnc(-c3ccc(F)cc3)o2)cc1 | i | 51 | 0 | 766
O=C(N/N=C/c1cccc(O)c1)C(=O)N1CCCCCC1 | i | 24 | -2 | 856
COc1ccc(OC)c(CNC(=O)CCCn2ccc3cc(S(=O)(=O)N4CCCC4)ccc32)c1 | i | 28 | -24 | 716
Fc1ccc(Cn2nnc(-c3ccc(Cl)cc3)n2)cc1 | i | 49 | 10 | 807
O=C(NC1CCc2ccccc21)c1cc(COc2cncc(Cl)c2)on1 (stereo unspecified) | i | 24 | 13 | 858
COc1cc(N)ccc1NC(=O)c1cc2ccccc2o1 | i | 54 | 0 | 837
Cc1ccc(N2C(=O)Cc3ccccc3C2=O)cc1 | i | 40 | -2 | 733
CCOc1ccc(/C=C2/Sc3ccc(C(=O)N4CCOCC4)cc3N(C)C2=O)cc1OC | i | 16 | -3 | 703
Cc1cc(C)cc(NS(=O)(=O)c2ccc3c(c2)C(C)(C)C(=O)N3C)c1 | i | 48 | -5 | 676
Cn1cc(CN2CCC(Oc3ccc(C(=O)N4CCCC4)cc3)CC2)cn1 | i | 22 | 17 | 729
O=C(Nc1ccc(N2CCOCC2)cc1N1CCOCC1)c1ccc(Br)cc1 | i | 20 | -3 | 715
COc1cccc(NC(=O)CCN2CCOCC2)c1 | i | 53 | -2 | 844
O=C1N=NC(=O)N1c1ccccc1 | i | 29 | 3 | 757
COc1ccc(C(CCN(Cc2ccc(OC)c(OC)c2)C(C)=O)C(C)C)cc1 (stereo unspecified) | i | 8 | -8 | 821
O=c1oc2ccccc2c(NC2CCCCC2)c1NS(=O)(=O)c1ccc(Cl)cc1 | i | 8 | 14 | 749
Cc1cc(S(=O)(=O)NCc2ccc3c(c2)OCO3)ccc1F | i | 32 | 2 | 812
CC(NC(=O)CS(=O)(=O)c1ccccc1)c1ccccc1 (stereo unspecified) | i | 11 | 9 | 928
Cc1ccccc1C(=O)Nc1nnc(S(=O)(=O)N(C)Cc2ccco2)s1 | i | 2 | 0 | 812
COc1ccccc1NC(=O)C(=O)N/N=C(\C)CC(=O)Nc1ccccc1C(F)(F)F | i | 23 | 7 | 750
CCOc1ccccc1N1CC(C(=O)N(C)Cc2cccnc2)CC1=O (stereo unspecified) | i | 33 | 10 | 740
COc1ccc(-n2nc3c(c2NC(=O)CBr)CSC3)cc1 | i | 46 | 11 | 749
CCCCCCCC(=O)Nc1cc(C(=O)NCCC)ccc1N1CCC2(CC1)CC(c1ccccc1)=NO2 | i | 20 | 10 | 809
Cc1cc(C)c(NC(=O)CSc2nc3ncc(Cl)cc3[nH]2)c(C)c1 | i | 32 | 11 | 777
Cc1nn(S(=O)(=O)c2ccc(C(C)C)cc2)c(C)c1S(=O)(=O)N1CCOCC1 | i | 9 | 18 | 739
C=CCn1c(SCC(=O)Nc2ccccc2F)nc2ccccc2c1=O | i | 50 | -2 | 866
Cc1ccccc1C(=O)Nc1nnc(SCC(=O)NC2CC2)s1 | i | 11 | 4 | 900
C/C(=N/Nc1ncc(Br)cn1)c1ccc(Br)cc1 | i | 45 | 8 | 821
COc1cc(NC(=O)COc2ccccc2C)ccc1NC(=O)c1ccco1 | i | 61 | -2 | 864
Nc1ncnc2c1ncn2[C@@H]1O[C@H](COP(=O)(O)O)[C@@H](O)[C@H]1O | i | 23 | -2 | 717
O=c1oc2cc(O[C@@H]3OC[C@@H](O)[C@H](O)[C@H]3O)ccc2c2ccccc12 | i | 49 | -1 | 416
CCC(C(=O)NCc1cccnc1)n1nc(C)c2sc3ccccc3c2c1=O (stereo unspecified) | i | 32 | -31 | 657
CC(C)(C)SCCNC(=O)CN1C(=O)c2cccc3cccc1c23 | i | 56 | 4 | 872
COC(=O)c1cc(OC)c(OC)cc1NC(=O)CCNC(=O)c1ccco1 | i | 4 | -10 | 788
O=C(Cc1ccc(Cl)cc1)NCCc1cnc[nH]1 | i | 5 | -12 | 781
O=C(Nc1ccc2oc(=O)ccc2c1)c1ccc2ccccc2c1 | i | 31 | -15 | 731
S=C(Nc1cc(Cl)cc(Cl)c1)N1CCN(c2ccccn2)CC1 | i | 3 | -6 | 649
COc1ccc(C(OCC(O)CN(C)C2CCCCC2)c2ccc(OC)cc2)cc1 (stereo unspecified) | i | 26 | 0 | 814
CCOC(=O)c1c(S(=O)(=O)NCCc2ccco2)c(C)n(C)c1C | i | 30 | 0 | 731
CCOc1ccc(CNc2nnnn2C)cc1 | i | 19 | 6 | 827
Nc1nonc1-n1nnc(C(=O)N/N=C/c2ccncc2)c1CSc1ccccc1 | i | 26 | -22 | 720
CC(C)c1ccc(NC2CCCN(C(=O)c3ccccc3-c3ncc[nH]3)C2)cc1 (stereo unspecified) | i | 56 | -8 | 688
Other structures.
SMILES | T cell HTS | T cell HTS vesicle-bound % | Hep lipid drop | Hep lipid drop cells 6.5 µM
COc1ccc(CCC(=O)NCCS(=O)(=O)N2CCN(c3ccccc3OC)CC2)cc1 | i | 6 | 13 | 772
COc1cc(-c2n[nH]c(=S)n2C(C)c2ccccc2)cc(OC)c1OC (stereo unspecified) | i | 40 | -2 | 855
Cc1ccc(NC(=O)CN2CCc3cc4c(cc3C2)OCCCO4)cc1C | i | 8 | 11 | 690
CCOC(=O)c1ccc2ncc(C(=O)OCC)c(NCCN3CCOCC3)c2c1 | i | 57 | 0 | 807
CN(C)CC(C)(C)CNCc1cc(=O)oc2ccc3ccccc3c12 | i | 40 | 9 | 743
COc1ccccc1C(C)NC(=O)Cc1ccsc1 (stereo unspecified) | i | 45 | 8 | 848
O=C(COc1cc2oc(=O)c3c(c2cc1Cl)CCC3)NCc1ccncc1 | i | 26 | -1 | 608
COc1ccc(NC(=O)Cn2nc(C(=O)O)c3ccccc3c2=O)cc1Cl | i | 28 | 16 | 742
CN1CCN(C(=O)/C(=C/c2ccc([N+](=O)[O-])cc2)NC(=O)c2ccccc2)CC1 | i | 22 | 0 | 793
C=CCc1cccc2cc(C(=O)N3CCOCC3)c(=O)oc12 | i | 28 | -3 | 782
C=CCN(c1nc(C)cc(OC)n1)S(=O)(=O)c1ccccc1 | i | 62 | -15 | 769
CC(NC(=O)CN1CCN(c2ccccc2F)CC1)c1ccccc1 (stereo unspecified) | i | 63 | 0 | 833
C(C#CCCCCCCCCC[n+]1ccccc1)#CCCCCCCCCC[n+]1ccccc1 | i | 24 | -54 | 645
Cc1cc(-c2ccc(C)c(S(=O)(=O)NCC3CCN(Cc4ccc(F)cc4)CC3)c2)on1 | i | 50 | -36 | 731
Nc1nonc1-n1nnc(C(=O)N/N=C/c2ccc3c(c2)OCO3)c1CSc1ccccc1 | i | 18 | -12 | 784
COC(=O)c1ccccc1NC(=O)N1CCc2ccc(NC(=O)c3ccccn3)cc2C1 | i | 38 | 10 | 706
Cc1ccc(S(=O)(=O)NC2CC2)cc1 | i | 28 | 14 | 865
O=C(Nc1ccc2c(c1)CN(Cc1ccccc1O)CC2)C1CCCO1 (stereo unspecified) | i | 21 | 12 | 814
NC(=S)NN=C1c2cc(OCCN3CCOCC3)ccc2-c2ccc(OCCN3CCOCC3)cc21 | i | 29 | 29 | 840
Nc1nc(N)c2[nH]c(-c3ccccc3)nc2n1 | i | 54 | -12 | 835
O=C(O)c1ccc(S(=O)(=O)NCC2CCCO2)cc1 (stereo unspecified) | i | 66 | 5 | 836
CCN(Cc1ccccc1)C(=O)CCS(=O)(=O)c1ccc2c(c1)NC(=O)CO2 | i | 28 | -3 | 755
Cc1ccccc1NC(=O)Cc1nc(COC(=O)c2cc(Cl)ccc2O)cs1 | i | 33 | -7 | 681
Cc1ccc(OCC(=O)Nc2ccc3c(c2)nc(CCN2CCC(C)CC2)n3C)cc1 | i | 12 | -2 | 771
O=C(O)COc1ccc(NC(=O)C(c2ccccc2)c2ccccc2)cc1 | i | 39 | -6 | 750
O=C(O)c1ccc(NS(=O)(=O)c2cccc(C(=O)Nc3ccc(Br)cc3)c2)cc1 | i | 52 | 10 | 762
Cc1ccc(NC(=O)CCNS(=O)(=O)c2ccc3[nH]c(=O)oc3c2)cc1 | i | 27 | -36 | 640
Cc1nc(N/N=C/c2ccc(O)cc2O)cc(N2CCOCC2)n1 | i | 54 | 13 | 784
CNC(=O)c1c(NC(=O)c2ccco2)sc2c1CCCC2 | i | 31 | 13 | 496
Cn1cc(CN2CCC(n3nccc3NC(=O)CCOc3ccccc3)CC2)cn1 | i | 20 | -12 | 730
COc1ccc(NC2CCCN(C(=O)CCOc3ccccc3)C2)cc1 (stereo unspecified) | i | 10 | 15 | 724
O=C(CS(=O)(=O)Cc1ccccc1)Nc1nnc(C(F)(F)F)s1 | i | 10 | -9 | 790
COc1cc2ccccc2cc1C(=O)N1CCCC1 | i | 22 | -4 | 874
Cc1c(C(=O)NC2CCCCC2)oc2ccccc12 | i | 50 | -2 | 859
CCOc1cc(C(=S)N2CCOCC2)ccc1OC(=O)c1ccccc1 | i | 69 | 7 | 894
CCOC(=O)N1CCN(CC(O)COc2ccc3c(c2)CCC3)CC1 (stereo unspecified) | i | 28 | 24 | 756
COc1ccc(NC(=O)CSc2ccc(-c3sc(C)nc3C)nn2)cc1 | i | 6 | 10 | 658
COCCC1CCCCN1C(=O)c1ccc(OC2CCN(C(C)=O)CC2)c(OC)c1 (stereo unspecified) | i | 10 | -9 | 724
Clc1ccc(Cl)c(-c2nc(-c3ccncc3)no2)c1 | i | 17 | 4 | 817
CCc1nc2ccc(C(=O)N3CCN(CC)CC3)cc2nc1CC | i | 28 | -1 | 834
O=S(=O)(NCc1ccc2c(c1)OCO2)c1c(F)cc(F)cc1Br | i | 38 | -2 | 803
COc1ccc(CCNC(=O)CCCCCNC(=O)N2CCn3c2nc2ccccc23)cc1OC | i | 13 | 1 | 692
CC(C)OCCCNC(=O)CN1C(=O)CSc2ccc(S(=O)(=O)N3CCCCC3)cc21 | i | 51 | -2 | 761
COCCCN(Cc1ccco1)C(=O)Cn1ncc2c([nH]c3ccccc32)c1=O | i | 23 | -8 | 710
O=C(Nc1ccnn1C1CCN(Cc2c(F)cccc2Cl)CC1)C1CCCC1 | i | 16 | 16 | 722
O=C1CSC(c2cccc(F)c2)N1c1ccccc1 (stereo unspecified) | i | 66 | -1 | 814
CCN(CC)S(=O)(=O)c1ccc(S(=O)(=O)N2CCC(N3CCCCC3)CC2)cc1 | i | 44 | -1 | 758
CCOc1ccc(-c2c(C)sc3nc[nH]c(=O)c23)cc1 | i | 54 | -8 | 818

Quoted from the results shown, 7 compounds:
SMILES | T cell HTS | T cell HTS vesicle-bound % | Hep lipid drop | Hep lipid drop cells 6.5 µM
COc1ccc(CCNC(=O)CCCCCNC(=O)N2CCn3c2nc2ccccc23)cc1OC | i | 13 | 1 | 692
CC(C)OCCCNC(=O)CN1C(=O)CSc2ccc(S(=O)(=O)N3CCCCC3)cc21 | i | 51 | -2 | 761
COCCCN(Cc1ccco1)C(=O)Cn1ncc2c([nH]c3ccccc32)c1=O | i | 23 | -8 | 710
O=C(Nc1ccnn1C1CCN(Cc2c(F)cccc2Cl)CC1)C1CCCC1 | i | 16 | 16 | 722
O=C1CSC(c2cccc(F)c2)N1c1ccccc1 (stereo unspecified) | i | 66 | -1 | 814
CCN(CC)S(=O)(=O)c1ccc(S(=O)(=O)N2CCC(N3CCCCC3)CC2)cc1 | i | 44 | -1 | 758
CCOc1ccc(-c2c(C)sc3nc[nH]c(=O)c23)cc1 | i | 54 | -8 | 818

3 entries from above, set out differently.
CC(C)OCCCNC(=O)CN1C(=O)CSc2ccc(S(=O)(=O)N3CCCCC3)cc21
  T cell HTS = i	T cell HTS vesicle-bound % = 51	Hep lipid drop = -2	Hep lipid drop cells 6.5 µM = 761

COCCCN(Cc1ccco1)C(=O)Cn1ncc2c([nH]c3ccccc32)c1=O
  T cell HTS = i	T cell HTS vesicle-bound % = 23	Hep lipid drop = -8	Hep lipid drop cells 6.5 µM = 710

O=C(Nc1ccnn1C1CCN(Cc2c(F)cccc2Cl)CC1)C1CCCC1
  T cell HTS = i	T cell HTS vesicle-bound % = 16	Hep lipid drop = 16	Hep lipid drop cells 6.5 µM = 722

Screening results as filed in PubChem.

An excerpt. The share of hits here may be higher or lower than overall.
